# MrgX1 antagonist: human MrgX1 receptor antagonism, primary screen | Q96LB2 | MRGX1-HEK293 calcium flux, Fluo-4, BAM8-22 antagonism; stronger effect = lower value | B-score at 10 µM | 310,000 compounds, 1.3% hits | AID 588676;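 active means calcium-response B-score plate-corrected more than 3 library SD below zero, starting fluorescence within 5 deviations, no agonist response on first addition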;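 further: peak minus trough fluorescence over baseline after final BAM8-22 challenge near maximal dose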
# TRPC4 PAM: TRPC4 (mouse) allosteric potentiation | HEK293 TRPC4beta/mu-opioid, DAMGO EC20, Fluo-4 Ca2+ flux; stronger effect = higher value | B-score at 10 µM | 310,000 compounds, 0.42% hits;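 active means B-score of calcium response area above 5 SD of library B-scores, with initial fluorescence ratio within 5 SD of library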;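 further: B-score of integrated fluorescence ratio over time as area under calcium response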
# MrgX1 PAM: human MrgX1 positive allosteric modulation, primary screen | B-score at 10 µM | Q96LB2 | AID 588675 | MrgX1-HEK293, Fluo-4 calcium flux, FDSS; stronger effect = higher value | 310,000 compounds, 0.63% hits;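 active means plate-corrected calcium response at least 3 library SD above typical, normal starting fluorescence, not activating the receptor alone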;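 further: compound read alongside a low EC10 to EC30 dose of BAM8-22 agonist; peak minus trough fluorescence over baseline measured at the second addition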
# TRPC6 act: activators of mouse TRPC6 channel | Q61143 | HEK293-TRPC6 membrane potential dye fluorescence; stronger effect = higher value | B-score at 10 µM | 310,000 compounds, 0.13% hits;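 active means B-score of the integrated fluorescence ratio above library mean plus 3 SD, and starting fluorescence ratio within library mean plus 5 SD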;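 further: higher score means more depolarization so channel activation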
# Target sequence (Q61143 whole entry, looked up): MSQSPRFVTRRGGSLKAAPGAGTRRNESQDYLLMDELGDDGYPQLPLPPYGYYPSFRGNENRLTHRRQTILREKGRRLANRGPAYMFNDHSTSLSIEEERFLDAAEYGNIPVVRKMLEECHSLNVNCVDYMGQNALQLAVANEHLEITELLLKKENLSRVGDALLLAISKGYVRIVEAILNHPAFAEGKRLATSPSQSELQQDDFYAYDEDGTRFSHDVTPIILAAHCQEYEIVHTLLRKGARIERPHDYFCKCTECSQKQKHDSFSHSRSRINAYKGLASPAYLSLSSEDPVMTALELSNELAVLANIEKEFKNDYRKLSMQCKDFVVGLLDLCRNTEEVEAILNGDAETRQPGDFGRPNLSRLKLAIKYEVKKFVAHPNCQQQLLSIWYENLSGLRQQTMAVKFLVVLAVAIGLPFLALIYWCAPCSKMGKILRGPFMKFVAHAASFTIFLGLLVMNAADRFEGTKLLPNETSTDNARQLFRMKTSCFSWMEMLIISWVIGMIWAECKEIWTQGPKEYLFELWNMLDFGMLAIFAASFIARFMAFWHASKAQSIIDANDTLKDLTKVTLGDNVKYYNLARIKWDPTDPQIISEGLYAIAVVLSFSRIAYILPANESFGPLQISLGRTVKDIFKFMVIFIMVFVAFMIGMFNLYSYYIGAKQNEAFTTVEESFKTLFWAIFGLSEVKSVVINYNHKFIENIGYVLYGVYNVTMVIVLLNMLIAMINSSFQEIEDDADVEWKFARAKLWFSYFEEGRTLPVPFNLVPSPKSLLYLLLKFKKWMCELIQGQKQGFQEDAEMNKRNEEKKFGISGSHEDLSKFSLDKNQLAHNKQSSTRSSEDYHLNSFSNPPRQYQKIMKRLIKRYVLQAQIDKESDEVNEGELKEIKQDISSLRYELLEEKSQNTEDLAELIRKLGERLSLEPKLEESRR
# AI-2 QS modul: Vibrio harveyi AI-2 quorum sensing modulation; 300,000 compounds, 0.4% hits; Vibrio harveyi JMH597 AI-2 luminescence/OD600 ratio, 9 h; stronger effect = lower value; strain lacks LuxN and CqsS sensors; 0 = neutral-control median; activity change, % at 7.5 µM; AID 2094; in the data active means activity change below about -75%, passing the limit was not always enough;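 further: luminescence divided by OD600 gain over 9 h not by final OD600 alone; inactives centre near 13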
# TRPC4 inh: TRPC4 (mouse) channel inhibition. Q9QUQ5. HEK293 TRPC4beta/mu-opioid, DAMGO-evoked Fluo4 calcium flux; stronger effect = lower value. 300,000 compounds, 0.39% hits. B-score at 10 µM;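 active means B-score over 3 SD under the library average, no early fluorescence shift, positive overall ratio signal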
#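 test system = HEK293 cells with stable TRPC4beta plus mu-opioid receptor expression | detection = Fluo4 Ca2+ flux fluorescence | read-out = integrated fluorescence ratio relative to baseline, converted to per-well B score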
# TRPC6 inh: mouse TRPC6 channel inhibition | HEK293-TRPC6, membrane potential dye, ACh-evoked depolarization; stronger effect = lower value | AID 2553 | 310,000 compounds, 1.1% hits | B-score at 10 µM;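 active means B-score under library mean minus 3 SD, initial fluorescence not abnormally high, positive integrated signal ratio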;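 further: B-score derived from integrated fluorescence ratio over the kinetic read; more negative B-score means stronger inhibition of depolarization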
# MrgX1 agonist: activates human MrgX1 receptor signaling; Q96LB2; MrgX1-HEK293 cells, Fluo-4 calcium fluorescence, agonist mode; stronger effect = higher value; B-score at 10 µM; 310,000 compounds, 0.44% hits;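 active means calcium response B-score plate-corrected fluorescence ratio at least 3 library SD, with starting fluorescence B-score inside 5 SD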
#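 Material: HEK293 cells stably expressing human MrgX1 receptor | Quantity: 15,000 cells per well | Times: Cells plated overnight, dye loaded 0.5 h 37 °C, 0.5 h room temperature | Measured by: Kinetic Fluo-4 NW fluorescence of intracellular calcium | Control set: Positive and negative controls per plate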
# HIF act: HIF pathway transcriptional activation. activation, % at 7.5 µM (by protocol). U2OS HRE-luciferase reporter, luminescence; normalized: DMSO 0%, desferrioxamine 100%. 300,000 compounds, 0.32% hits. AID 1910;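 active means mean activation of at least 10% of the iron chelator positive control signal, with at least half of replicates also reaching 10%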
# PolyA inhibitor: yeast polyadenylation inhibition; calls only at 12 µM; 300,000 compounds, 0.02% hits; S. cerevisiae SKY197-pL101 polyadenylation reporter, beta-gal luminescence; efflux-impaired pdr1/pdr3 knockout yeast; score 100 = 6 SD above DMSO; AID 1875;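 active means lowest replicate activity score at least 50, where 100 means six control SD above control mean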;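 further: yeast exposed to compound for 9 h at 30 °C; higher score means more reporter readthrough which indicates perturbed polyadenylation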
# TRPC4 act: activators of mouse TRPC4 channel | Q9QUQ5 | HEK293 TRPC4beta/mu-opioid, Fluo4 calcium fluorescence; stronger effect = higher value | B-score at 10 µM | 310,000 compounds, 0.49% hits;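 active means B-score above 5 SD of library B-scores, and initial fluorescence ratio not above library mean plus 5 SD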;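 further: positive B-score marks a calcium rise read as TRPC4 activation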
#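 Test system: HEK293 cells stably co-expressing mouse TRPC4beta and mu-opioid receptor | Schedule: Fluo4 dye loading 45 min at room temperature, 110 s recording | Measured by: Kinetic Fluo4 calcium fluorescence, 5 s baseline at 1 Hz | Evaluation: B score of integrated ratio | Controls: Buffer (low) and maximal DAMGO (high)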
# Starred values were filed as active, the others as inactive; i = inactive; . = not tested or not shown. The list is partial; rates above refer to the full screens.
molecule,MrgX1 antagonist,TRPC4 PAM,MrgX1 PAM,TRPC6 act,AI-2 QS modul,TRPC4 inh,TRPC6 inh,MrgX1 agonist,HIF act,PolyA inhibitor,TRPC4 act
COc1cc(NS(=O)(=O)c2ccc(NC(=S)Nc3ccccc3)cc2)nc(OC)n1,i,i,i,i,-16.4,i,i,i,0.9,.,i
CCOc1ccc(N(CC(=O)Nc2ccc(OC)cc2OC)S(=O)(=O)c2c(C)[nH]c(=O)[nH]c2=O)cc1,i,i,i,i,30.3,i,i,i,0.3,i,i
COc1ccc(C#Cc2c(-c3ccsc3)oc3ccc(-c4cc(OC)c(OC)c(OC)c4)cc23)cc1,i,i,i,i,12.5,i,i,i,-1.3,i,i
Cc1ccccc1N(C(=O)c1snc(C(N)=O)c1N)C(C(=O)NCC1CCCO1)c1ccc(N(C)C)cc1 (stereo not drawn),i,i,i,i,7.6,i,i,i,0.2,i,i
CCn1c(SCC(=O)Nc2oc(-c3ccccc3)c(-c3ccccc3)c2C#N)nnc1-c1cc(OC)cc(OC)c1,i,i,i,i,14.4,i,i,i,-0.3,i,i
COc1ccccc1CNC(=O)CCn1c(=O)oc2ccccc21,i,i,i,i,31.9,i,i,i,-0.2,i,i
COc1ccc(/C=C/c2cc(C(F)(F)F)[nH]c(=O)n2)cc1OC,i,i,i,i,6.1,i,-5.91*,i,-0.3,i,i
CCCS(=O)(=O)c1cn2cccc(N)c2c1S(=O)(=O)CCC,i,i,i,i,3.9,i,i,i,-0.8,i,i
Cc1cc(=O)oc(C)c1C(=O)NC1CC(C)(C)NC(C)(C)C1,i,i,i,i,2.5,i,i,i,-0.2,i,i
Nc1ncnc(Oc2cccc3cccnc23)c1[N+](=O)[O-],-4.98*,i,i,i,18.4,i,i,i,-0.7,i,i
O=c1cc(-c2ccccc2)nc(N2CCCCC2)[nH]1,i,i,i,i,22.1,i,i,i,-1.0,i,i
COc1ccc(/C=C(\C#N)C(=O)c2c(C)[nH]c3ccccc23)cc1OC,i,i,i,i,18.7,i,i,31.9*,-0.4,i,i
Cc1cc(N/N=C/c2ccccc2O)nc(-c2ccccc2O)n1,i,i,i,i,23.2,i,i,i,1.9,i,i
O=C(NCc1ccccc1)c1cncc(Br)c1,i,i,i,i,3.4,i,i,i,1.1,i,i
COc1ccc(C(=O)OCn2nnc3ccccc3c2=O)cc1OC,i,i,i,i,25.4,i,i,i,-0.1,i,i
CCOc1ccccc1NS(=O)(=O)c1csc(C(N)=O)c1,i,i,i,i,15.2,i,i,i,0.9,i,i
CCn1c(CCc2ccccc2)nnc1SCC(N)=O,i,i,i,i,-3.8,i,i,i,0.7,i,i
NC1=NC(c2ccc(Cl)cc2)n2c(nc3ccccc32)N1 (stereo not drawn),i,i,i,i,11.9,i,i,i,1.3,i,i
COc1ccc(-c2nc(C#N)c(N3CCCCCC3)o2)cc1OC,i,i,i,i,12.7,i,i,i,0.7,i,i
COCCNC(=O)CN(c1cc(C(F)(F)F)ccc1Cl)S(C)(=O)=O,i,i,i,i,10.0,i,i,i,-0.4,i,i
Cn1c(=O)oc2cc(S(=O)(=O)NCCC(=O)N3CCN(c4ccccc4F)CC3)ccc21,i,i,i,i,5.7,i,i,i,0.2,i,i
CCOC(=O)c1c(NC(=O)CSc2nnnn2C)sc(CC)c1C,i,i,i,i,16.6,i,i,i,-0.3,i,i
COC(=O)c1c(-c2ccc(F)cc2)noc1N,i,i,i,i,64.4,i,i,i,0.2,i,i
Cc1ccccc1Cn1c(NC2CCCC2)nc2c1c(=O)[nH]c(=O)n2C,i,i,i,i,6.0,i,i,i,-1.6,i,i
Cc1ccc2c(c1)c1c(n2CC(O)CNC(CO)(CO)CO)CCCC1 (stereo not drawn),i,i,i,i,13.8,i,i,i,.,i,i
COc1c2c(cc3oc(=O)ccc13)OC(C)(C)C=C2,i,i,i,i,6.7,i,i,i,1.6,i,i
CC(C)c1cc(C(C)C)n2nc(N)nc2n1,i,i,i,i,26.7,i,i,i,-0.2,i,i
O=C(c1ccccc1F)N1CCCc2ccccc21,i,i,i,i,-9.4,i,i,i,-25.5,i,i
CCc1ccc2oc(C(=O)NC3CCS(=O)(=O)C3)cc(=O)c2c1 (stereo not drawn),i,i,i,i,11.4,i,i,i,0.0,i,i
COc1ccc(/C=N/n2c(COc3ccccc3)n[nH]c2=S)cc1OC,i,i,i,i,1.5,i,i,i,1.3,i,i
Cc1ccc(C)c(-n2c(C)cc(/C=N/NC(=O)c3c(C)nc4cc(C)ccn34)c2C)c1,i,i,i,i,-8.4,i,i,i,0.6,i,i
N#C/C(=C\c1ccc(O)c(Br)c1)C(=O)N1CCCCC1,i,i,i,i,19.3,i,i,i,-0.4,i,i
Cc1cccc(-n2ncc3c(Nc4ccc(F)cc4)ncnc32)c1,i,i,i,i,2.5,i,i,i,4.8,i,i
Cc1nnc(SCc2ccc(F)cc2)s1,i,i,i,i,11.6,i,i,i,0.5,i,i
O=C(c1ccc(-c2nnc(Nc3ccccc3)c3ccccc23)cc1)N1C[C@H]2C[C@H](C1)c1cccc(=O)n1C2,i,.,i,.,25.9,.,.,i,-0.6,i,.
CN(CC(=O)Nc1ccc(F)cc1)C(=O)CCc1ccccc1,i,i,i,i,20.2,i,i,i,0.1,i,i
Cc1ccc(-c2nn(-c3cc(Cl)ccc3[N+](=O)[O-])c(=O)c3ccccc23)cc1,i,i,i,i,19.7,i,i,i,-0.8,i,i
O=C(O)c1ccc(Br)c(S(=O)(=O)N2CCCC2)c1,-5.63*,i,i,i,-4.8,i,i,i,0.3,i,i
CCOc1ccc(CCNC(=O)C2CCCN2C(=O)OCc2ccccc2)cc1OCC (stereo not drawn),i,i,i,i,1.6,i,i,i,-0.2,i,i
CCN(CC(=O)NCc1ccc(Cl)cc1)C(=O)/C=C/c1ccccc1,i,i,i,i,46.3,i,i,i,0.4,i,i
CC(C)OCCCNC(=O)c1c(N)n(/N=C/c2cccs2)c2nc3ccccc3nc12,i,i,i,i,4.3,i,i,i,-0.3,i,i
CCOC(=O)/C(C#N)=C/c1cn(CCC(=O)O)nc1-c1cccc(Br)c1,i,i,i,i,18.2,i,i,i,-0.7,i,i
N#Cc1cnn(-c2ncnc3sc4c(c23)CCCC4)c1N,i,i,i,i,8.6,i,i,i,-8.3,i,i
CC(C)C(=O)Nc1cccc(C(=O)OCC(=O)c2ccc(Cl)cc2Cl)c1,i,i,i,i,4.2,i,i,i,0.2,i,i
COc1ccc(S(=O)(=O)NC(CC(=O)NCCc2ccc(OC)c(OC)c2)C(C)C)cc1 (stereo not drawn),i,i,i,i,2.3,i,i,i,-0.1,i,i
COc1ccc(NC(=O)C(NC(=O)OC(C)(C)C)C(C)OCc2ccccc2)cc1 (stereo not drawn),i,i,i,i,21.5,i,i,i,0.4,i,i
CCOc1ccc(NC(=S)NCc2cccnc2)cc1,i,i,i,i,18.7,i,i,i,-0.4,i,i
CCn1nc(C(C)C)cc1C(=O)N1CCCC(CO)(Cc2ccc(F)cc2F)C1 (stereo not drawn),i,i,i,i,10.8,i,i,i,-0.9,i,i
COc1ccc(Br)cc1CNC(=O)Nc1cccs1,i,i,i,i,8.5,i,i,i,-0.2,i,i
COc1ccc(C(=O)OCC(=O)NC2CC2)cc1[N+](=O)[O-],i,i,i,i,-0.4,i,i,i,0.1,i,i

# (more compounds)
molecule,MrgX1 antagonist,TRPC4 PAM,MrgX1 PAM,TRPC6 act,AI-2 QS modul,TRPC4 inh,TRPC6 inh,MrgX1 agonist,HIF act,PolyA inhibitor,TRPC4 act
Cc1oc2ccc(O)cc2c1C(=O)c1ccccc1,i,i,i,i,3.2,i,i,i,1.5,i,i
CCCn1nc(NS(=O)(=O)c2cccc3nonc23)c2cc3ccccc3nc21,i,i,i,i,10.5,i,i,i,0.1,i,i
O=C(NCC(c1cccnc1)N1CCN(c2ccccc2)CC1)C1CCCCC1 (stereo not drawn),i,i,i,i,12.9,i,i,i,0.0,i,i
Fc1ccc(-c2ccc(CNCc3ccccn3)o2)cc1,i,i,i,i,32.2,i,i,i,0.6,i,i
Brc1ccccc1-n1nnc(-c2nccs2)n1,i,i,i,i,-5.0,i,i,i,5.0,i,i
CCC(=O)Nc1nnc(S(=O)(=O)N(C)Cc2ccco2)s1,i,i,i,i,19.1,i,i,i,0.2,i,i
CCCNS(=O)(=O)c1cccc(C(=O)NC2CCCc3ccccc32)c1 (stereo not drawn),i,i,i,i,26.3,i,i,i,0.6,i,i
CC(C)CC(=O)/C(=C/c1ccc(N(C)C)cc1)n1cncn1,i,i,i,i,12.0,i,i,i,-0.7,i,i
Cc1cccc2cc(C#N)c(NCCCn3ccnc3)nc12,i,i,i,i,8.0,i,i,i,-0.3,i,i
CN1CCN(C(=O)C2CCN(S(=O)(=O)c3ccc(F)cc3)CC2)CC1,i,i,i,i,29.7,i,i,i,1.1,i,i
CC[n+]1c(/C=C(\C)SC)sc2ccccc21,i,i,i,i,-0.8,i,-10.3*,i,.,i,i
Cn1c(Cn2c(=O)sc3ccccc32)nnc1SCC(=O)Nc1ccc(F)cc1,i,i,i,i,16.4,i,i,i,-0.1,i,i
O=C(COc1ccc2ccccc2c1)Nc1ccncc1,i,i,i,i,27.9,i,i,i,-1.2,i,i
Cc1cc(C)n(-c2ccc(C(=O)N3CCC(CO)(Cc4ccccc4)CC3)cc2)n1,i,i,i,i,-3.9,i,i,i,0.0,i,i
O=C1Nc2c(Br)cc(Br)c3cccc1c23,i,i,i,i,17.0,i,i,i,0.2,i,i
Cc1ccc(C(=O)NC2CCc3ccccc3C2=O)cc1 (stereo not drawn),i,i,i,i,11.6,i,i,i,2.1,i,i
O=c1c2cnn(-c3ccccc3Cl)c2ncn1Cc1cccnc1,i,i,i,i,15.5,i,i,i,0.0,i,i

# Screening results (PubChem BioAssay)
